Source: PubChem BioAssay (Broad Institute)
RAD54 branch: inhibitors of human RAD54 branch migration. Q92698. RAD54 Holliday junction branch migration, FAM/BHQ fluorescence. inhibition, % at 10.4 µM. 0.14% of 360,000 active;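 active means mean normalized replicate activity at least 40 and at least half of replicates scoring 40 or more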;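 further: 0% = median of neutral control wells and 100% = median of positive control wells; inhibitors cause a drop in the FAM fluorescence signal; in these data hits start at about 50%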
esBAF inh: SWI/SNF esBAF complex inhibition; mouse ES cells, Bmi1-luciferase knock-in reporter, 24 h; 100% = twice the neutral-well signal; reporter increase, % at 12.5 µM; 2% of 350,000 active; in the data active means activation above about 40%;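 further: 0% = median of the plate's neutral control wells and 100% = double that signal; a rise in the Bmi1 reporter signal indicates esBAF inhibition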
EWS-Fli inh: EWS/Fli transcriptional activity inhibition. A673 NR0B1-luciferase reporter, viability-normalised. inhibition, % at 12.6 µM. 0.67% of 350,000 active. AID 651661;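 active means mean inhibition of at least 50% after viability correction, with every replicate also passing that limit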;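 further: firefly luciferase signal divided by Alamar Blue viability fluorescence both relative to DMSO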
E-sel inducer: induces E-selectin expression in human endothelial cells; P16581; HUVEC E-selectin immunofluorescence imaging; normalized: neutral wells 0, TNF-alpha wells 100; activation, % at 7.58 µM; 0.37% of 260,000 active; AID 686992;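 active means mean E-selectin-positive cell signal at least 10% of the positive control, reached in at least 60% of replicates, without over 20% cell loss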;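 further: in these data hits start at about 27%; measured in HUVEC primary endothelial cells; signal is the percent of cells scored E-selectin positive by PE staining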
Target sequence (P16581 whole entry, looked up): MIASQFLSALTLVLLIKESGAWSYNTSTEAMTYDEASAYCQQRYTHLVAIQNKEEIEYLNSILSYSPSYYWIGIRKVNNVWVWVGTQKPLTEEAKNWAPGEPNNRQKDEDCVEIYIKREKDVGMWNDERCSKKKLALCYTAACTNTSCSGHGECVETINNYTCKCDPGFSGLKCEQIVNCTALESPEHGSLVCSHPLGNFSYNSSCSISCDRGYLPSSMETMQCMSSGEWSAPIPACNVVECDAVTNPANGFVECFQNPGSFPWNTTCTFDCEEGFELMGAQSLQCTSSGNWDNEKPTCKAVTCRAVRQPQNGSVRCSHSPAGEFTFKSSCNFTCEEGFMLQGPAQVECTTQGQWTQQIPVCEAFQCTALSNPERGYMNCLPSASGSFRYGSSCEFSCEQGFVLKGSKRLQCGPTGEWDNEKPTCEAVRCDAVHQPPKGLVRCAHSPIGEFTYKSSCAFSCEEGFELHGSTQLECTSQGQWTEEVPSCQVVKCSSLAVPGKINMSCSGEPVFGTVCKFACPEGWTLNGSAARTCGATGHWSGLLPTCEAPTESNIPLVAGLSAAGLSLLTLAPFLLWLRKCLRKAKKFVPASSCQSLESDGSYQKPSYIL
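assay system = HUVEC, human umbilical vein endothelial cells | input = 3,000 HUVEC seeded per well | medium = EGM-2 growth medium on 0.1% gelatin-coated wells | dosing = one compound dose added by pin transfer | signal = immunofluorescence imaging | read-out basis = % PE-positive cells | control set = TNF-alpha, DMSO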
RAD52 inh: RAD52 (human) annealing inhibition; 0.46% of 360,000 active; inhibition, % at 18.7 µM; AID 651710; P43351; recombinant RAD52 DNA annealing, FRET fluorescence;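 active means every replicate showing at least 50% inhibition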
S100A4 inh HTS: inhibitors of human S100A4 binding to myosin IIA peptide | P26447 | S100A4/TAMRA-MyoIIA peptide fluorescence polarization | inhibition, % at 10.7 µM | 0.14% of 360,000 active;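 active means mean inhibition of at least 70% across replicates, with every replicate also reaching that level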
Target sequence (P26447 whole entry, looked up): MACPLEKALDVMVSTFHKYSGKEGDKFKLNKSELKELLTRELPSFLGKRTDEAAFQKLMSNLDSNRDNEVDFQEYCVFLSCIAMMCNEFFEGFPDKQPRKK
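Test system: S100A4 monomer protein. Medium: HEPES buffer with Ca2+, pH 7.2. Reagent: fluorescent myosin IIA peptide, 5 nM. Compound dosing: single-point compound testing. Timing: 5 min between mix addition and reading. Benchmarks: DMSO neutral and TFP positive wells.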
FN deposit inh: fibronectin deposition inhibition. AH1F fibroblasts, Alexa488-fibronectin deposition fluorescence, overnight. inhibition, % at 12.6 µM. 0.086% of 350,000 active;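 active means mean inhibition across replicates of 30% or more, regardless of how many single replicates reach that level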;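 further: positive control wells lacked labelled fibronectin entirely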
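material = AH1F fibroblast monolayer depositing Alexa488-labelled fibronectin into matrix | amount = 10000 AH1F cells/well | buffer or medium = DMEM plus 2% serum, read in PBS | incubation = 1 h cell adhesion before compound, then overnight fibronectin incubation | detection = fluorescence at 485 nm excitation, 525 nm emission | evaluation = percent inhibition as loss of matrix-bound fibronectin fluorescence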
Xi reactivation: activators of X-chromosome reactivation in mouse fibroblasts. 0.055% of 360,000 active. activation, % at 7.58 µM. XiGFP mouse fibroblasts, % GFP-positive cells imaging, 3 d; cells co-treated with 5-aza-dC sensitizer; scaled so ellipticine positive control = 100%;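 active means mean normalized replicate activation at least 10% and every replicate at or above 10%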;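 further: 0% = median of on-plate neutral control wells and 100% = ellipticine 6 µM median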
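System: SV40-immortalized XiGFP fibroblast cells, line 68-5-11 / Incubation: 3-day compound exposure, then 15 min fixation at room temperature / Compound: single concentration per compound, delivered by pin transfer / Buffer or medium: DMEM plus 5-aza-dC sensitizer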
Active calls of the source: *; nt = no result given; & = joins results of further samples.

SMILES	RAD54 branch	esBAF inh	EWS-Fli inh	E-sel inducer	RAD52 inh	S100A4 inh HTS	FN deposit inh	Xi reactivation
CC(=O)c1sc(NC(=O)CCc2ccccc2)nc1C	-6	24	-34	nt	-56	-12	-7	0.5
Cc1oc2c(CN3CCOCC3)c(O)ccc2c(=O)c1-c1ccc(Cl)cc1	6	nt	-36	nt	-8	4	7	-0.2
CO[C@H]1CN(C)C(=O)c2ccc(NC(=O)C3CC3)cc2OC[C@H](C)N(C(=O)c2ccccc2F)C[C@H]1C	18	-3	1	0.0	-2	nt	-10	-0.5
COc1ccc(S(=O)(=O)N2CCCCC2C(=O)O)cc1 (configuration not stated)	-7	4	-2	nt	3	-6	nt	nt
CCN(CC)S(=O)(=O)c1cc(NC(=O)C(CC(C)C)NC(N)=O)ccc1C (configuration not stated)	2	-6	-3	0.9	-11	-2	-1	0.0
COc1ccc(CC(=O)Nc2cc(S(=O)(=O)N3CCCC3)ccc2Cl)c(OC)c1	6	2	8	-0.3	-22	-6	4	0.6
Cc1c(NC(C)c2ccccc2O)c(=O)n(-c2ccccc2)n1C (configuration not stated)	-14	-3	-11	nt	-13	-6	nt	nt
O=C(NC1CCN(C(=S)Nc2ccc(F)cc2)CC1)C1CCCCC1	-8	6	0	nt	-4	-25	3	-0.1
CC(C)CCn1c(SCC(N)=O)nc2c1c(=O)n(C)c(=O)n2C	-16	-4	8	-0.7	-1	0	-13	0.0
COc1cc(N=Cc2c(O)c3ccccc3oc2=O)c(OC)cc1Cl	-5	2	18	0.1	-73	-1	-7	0.2
CC(=O)c1csc(-c2ccccc2)n1	nt	nt	-18	nt	3	0	0	0.0
O=C(CCC(=O)Nc1ccccc1)N/N=C/c1ccncc1	0	-1	-6	2.9	-9	-19	-9	0.0
Cc1ccccc1C1=Nn2c(nnc2-c2ccco2)SC1	-6	3	7	2.3	-6	7	-8	0.1
O=C(NCc1ccccn1)c1ccc(Cl)c(S(=O)(=O)N2CCCCCC2)c1	7	nt	7	0.3	-32	-3	-2	0.0
COc1cccc(CN(C)C[C@@H]2OCc3ccccc3-c3ccccc3C(=O)N([C@@H](C)CO)C[C@@H]2C)c1	-4	-6	8	-4.0	-5	-3	2	0.5
CC(=O)N1[C@H](CO)[C@H](c2ccccc2)[C@H]1CN(C(=O)c1ccccc1F)C(C)C	nt	nt	nt	0.0	9	9	-2	0.5
CCOC(=O)c1sc(NC(=O)COc2ccc3c(c2)OCO3)nc1C	4	-10	-41	nt	-7	-2	-1	0.0
C[C@@H]1CN([C@@H](C)CO)S(=O)(=O)c2ccc(-c3cccc(C#N)c3)cc2O[C@H]1CN(C)C(=O)Nc1ccccc1F	9	-6	25	-0.4	-50	-1	nt	-0.4
O=C(CSc1ccc2c(c1)OCCO2)N1CCN(c2ccccc2)CC1	-3	3	7	0.0	-12	-3	-13	0.4
CN1C[C@@H]2[C@H](c3ccccc31)[C@@H](CO)N2C(=O)CN1CCOCC1	1	-7	1	0.1	-5	nt	nt	0.3
O=C(N/N=C/c1ccco1)c1ccc(OCc2ccccc2)cc1	nt	nt	-6	nt	-3	2	6	0.1
CCOC(=O)C(=O)N(C)c1c(CC)nc2c(OCc3ccccc3OC)cccn12	-2	-1	1	-0.3	-25	-3	2	0.1
CCOC(=O)N(C)c1c(CC)nc2c(OCCOc3ccccc3)cccn12	-8	1	9	-0.8	-16	-1	nt	0.0
CCOC(=O)C1=C(C)NC(C)=C(C(=O)OCC)C1c1ccc([N+](=O)[O-])s1	-19&3	-3	19&15	1.0&0.5	-16&-79	-17&-19	-4&-12	0.1&0.0
CCCC(=O)Nc1ccc2c(c1)C(=O)N(C)C[C@@H](OC)[C@@H](C)CN(C(=O)c1ccncc1)[C@H](C)CO2	0	-4	7	0.0	16	0	8	0.5
CC=Cc1ccc2n(c1=O)C[C@H]1[C@H](CO)[C@@H](C(=O)NCC3CCCCC3)N(C(=O)CC)[C@@H]21 (mixture of isomers)	-11	0	2	-0.4	-1	-17	nt	0.1
Cc1ccc(CNCc2ccc3c(c2)OCO3)c(C)c1	-1	1	7	nt	-10	7	4	0.0
Cc1ccc(NC(=O)/C(=C/c2cccs2)NC(=O)c2ccco2)c(C)c1	nt	nt	1	nt	-15	-5	3	0.0
CSCCC(NC(=O)c1ccccc1)C(=O)N1CC(C)OC(C)C1 (configuration not stated)	-5	-5	1	0.5	8	5	5	0.2
COc1ccccc1CNC(=O)Cn1cccc1C(=O)c1ccccc1C	-6	43*	nt	nt	-34	-2	9	0.1
Cc1cc[n+](CC(=O)c2cccc([N+](=O)[O-])c2)c2ccccc12	5	-8	25	nt	0	-16	1	0.0
CCOc1cc(N2CCOCC2)c(OCC)cc1NC(=O)c1ccccc1	1	-4	3	1.3	-9	-3	-13	0.1
CCc1ccc(N(CC)C(=O)Cc2c(C(=O)O)n(C)c3ccccc23)cc1	-15	0	-8	0.2	-15	-2	4	-0.1
O=C(Nc1ccccn1)c1ccc(Cl)c(S(=O)(=O)N2CCc3ccccc32)c1	2	18	-21	nt	-17	-14	1	0.1
COc1ccc(NC(=O)N(C)C[C@@H]2OCCCC[C@H](C)Oc3ccc(NS(=O)(=O)c4cccs4)cc3C(=O)N([C@H](C)CO)C[C@@H]2C)cc1	-1	2	-2	0.2	9	-2	nt	-0.4
CN(C)C(=S)Nc1ccc(N2CCOCC2)cc1	-1	17	6	-0.2	-10	-15	-22	-0.1
Cc1noc(C)c1S(=O)(=O)Nc1ccc2c(c1)C(=O)N([C@@H](C)CO)C[C@@H](C)[C@H](CN(C)C(=O)Nc1ccc3c(c1)OCO3)OCCCC[C@@H](C)O2	8	-3	-4	-0.3	-18	-18	nt	-0.5
Clc1ccc(Cn2ncc3c(N4CCN(c5ccccc5)CC4)ncnc32)cc1	4	-6	9	2.1	6	-1	-2	0.2
Cc1ccc(S(=O)(=O)N[C@@H]2CC[C@H](CCNC(=O)C3CCCCC3)O[C@H]2CO)cc1	0	0	-4	-0.3	-20	7	nt	0.6
O=C(COC(=O)c1cc(Cl)ccc1O)Nc1ccccc1C(=O)NC1CC1	-6	-8	-8	2.0	12	2	-2	0.1
CC(NS(=O)(=O)c1ccc2[nH]c(=O)[nH]c2c1)c1ccc(F)cc1 (configuration not stated)	6	-1	-2	0.7	-11	-3	-5	0.1
CCOc1cc(C2C3=C(CC(C)(C)CC3=O)N(CCOC)C3=C2C(=O)CC(C)(C)C3)ccc1O	-5	-9	13	nt	-7	-3	1	-0.1
COc1cc(/C=N/NC(=O)CCC(=O)NCc2ccccc2)cc(OC)c1OC	7	nt	0	-0.3	-11	4	4	0.6
Cc1ccc(-c2cc(C(=O)N3CCOCC3)c3ccccc3n2)o1	nt	nt	-5	-0.5	-10	-2	4	-0.1
CCc1ccc(/C=N/NC(=O)c2nnn(-c3nonc3N)c2C(C)C)cc1	5	9	-17	nt	5	-4	13	0.0
COC(=O)C1=CN(Cc2ccccc2)C=C(C(=O)OC)C1c1ccc(OC)c(OC)c1	-22	-5	17	nt	-10	-2	0	0.3
COC(=O)C1=CN(c2ccc(Oc3ccccc3)cc2)C(N)=C(C#N)C1c1cccc(F)c1 (configuration not stated)	nt	nt	3	-0.4	-18	1	0	-0.1
C[C@@H]1CN([C@@H](C)CO)C(=O)c2cccc(NC(=O)C3CC3)c2O[C@@H]1CN(C)CC1CCCCC1	5	3	-5	-0.1	-11	9	nt	-1.2
C[C@H]1CN([C@@H](C)CO)S(=O)(=O)c2ccc(-c3ccccc3F)cc2O[C@H]1CN(C)C	4	-2	5	0.4	-5	-7	nt	-0.6
O=C(NCc1ccco1)C1C(=O)Nc2ccccc2C(=O)N1C1CCCCC1 (configuration not stated)	nt	nt	9	0.0	-14	0	4	0.4

Continuation:
SMILES	RAD54 branch	esBAF inh	EWS-Fli inh	E-sel inducer	RAD52 inh	S100A4 inh HTS	FN deposit inh	Xi reactivation
CC1CN(S(=O)(=O)c2cn(C)c(=O)n(C)c2=O)CC(C)O1 (configuration not stated)	-4	-7	3	-0.5	-16	-6	-3	-0.1
C[C@@H]1CN([C@H](C)CO)S(=O)(=O)c2ccc(C#C[C@@H](C)O)cc2O[C@H]1CN(C)Cc1cncnc1	0	-3	3	-0.2	-1	-2	-2	0.6
O=C(C1CC1)N1C[C@H]2[C@@H](c3ccccc31)[C@@H](CO)N2C(=O)c1ccccc1	4	3	3	0.1	-15	7	-7	0.0
O=C(C[C@@H]1CC[C@@H](NC(=O)C2CC2)[C@@H](CO)O1)NCCCN1CCOCC1	1	-3	-10	0.0	7	-9	-4	0.2
O=C(N/C(=C\c1ccccc1)C(=O)N1CCCCC1)c1ccco1	9	-1	-2	1.0	-14	4	-2	-0.1
COc1ccc(NC(=O)N(C)C[C@@H]2Oc3cc(C#CCC(C)C)ccc3S(=O)(=O)N([C@@H](C)CO)C[C@H]2C)cc1	3	-6	16	-0.3	0	-5	nt	0.1
O=C(NCc1ccccc1)[C@@H]1CCCN1C(=O)[C@H]1CCCN1C(=O)c1ccc(F)c(F)c1	nt	nt	-1	0.1	-8	15	3	0.1
Cc1ccc2nc3n(c(=O)c2c1)-c1cc2ccccc2cc1C(=O)NC3Cc1ccccc1 (configuration not stated)	-4	7	50	-0.1	-17	1	-15	0.2
COCCNC(=S)N1CCC2CC1c1c(Cl)cccc12 (configuration not stated)	0	2	-13	nt	-18	-9	4	-0.1
Cc1c(C(=O)NCCCN2CCCCC2)oc2ccc3c(c12)C(O)CC1(CCCCC1)O3 (configuration not stated)	9	-6	27	nt	7	13	-2	0.1

Single records, as listed above.
COCCNC(=S)N1CCC2CC1c1c(Cl)cccc12 (configuration not stated) reads RAD54 branch = 0; esBAF inh = 2; EWS-Fli inh = -13; E-sel inducer = nt; RAD52 inh = -18; S100A4 inh HTS = -9; FN deposit inh = 4; Xi reactivation = -0.1
CC1CN(S(=O)(=O)c2cn(C)c(=O)n(C)c2=O)CC(C)O1 (configuration not stated) reads RAD54 branch = -4; esBAF inh = -7; EWS-Fli inh = 3; E-sel inducer = -0.5; RAD52 inh = -16; S100A4 inh HTS = -6; FN deposit inh = -3; Xi reactivation = -0.1
C[C@@H]1CN([C@H](C)CO)S(=O)(=O)c2ccc(C#C[C@@H](C)O)cc2O[C@H]1CN(C)Cc1cncnc1 reads RAD54 branch = 0; esBAF inh = -3; EWS-Fli inh = 3; E-sel inducer = -0.2; RAD52 inh = -1; S100A4 inh HTS = -2; FN deposit inh = -2; Xi reactivation = 0.6

(further entries)
SMILES	RAD54 branch	esBAF inh	EWS-Fli inh	E-sel inducer	RAD52 inh	S100A4 inh HTS	FN deposit inh	Xi reactivation
CCn1cc(C(=O)NCCCN(CC(C)C)CC(C)C)c(=O)c2cc(S(=O)(=O)N3CCOCC3)ccc21	-13	1	nt	0.1	-18	-4	-2	0.1
O=C(c1ccccc1)c1ccc(OCCO)cc1	9	9	-4	nt	-10	-4	1	0.2
C(=N\Nc1nc2ccccc2[nH]1)/C1CCCCC1	nt	nt	-69	2.8	-4	0	-10	0.0
C[C@@H]1CN([C@@H](C)CO)C(=O)Cc2cc(NC(=O)Nc3ccc(C(F)(F)F)cc3)ccc2O[C@@H]1CN(C)S(=O)(=O)c1ccc(F)cc1	nt	0	0	1.7	nt	nt	nt	-1.1
